FN deposit inh: fibronectin deposition inhibition; AH1F fibroblasts, Alexa488-fibronectin deposition fluorescence, overnight; inhibition, % at 12.6 µM; 350,000 tested, 0.086% active; AID 743247;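 active = mean inhibition across replicates of 30% or more, regardless of how many single replicates reach that level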;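 also: positive control wells lacked labelled fibronectin entirely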
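material = AH1F fibroblast monolayer depositing Alexa488-labelled fibronectin into matrix | amount = 10000 AH1F cells/well | buffer or medium = DMEM plus 2% serum, read in PBS | incubation = 1 h cell adhesion before compound, then overnight fibronectin incubation | detection = fluorescence at 485 nm excitation, 525 nm emission | evaluation = percent inhibition as loss of matrix-bound fibronectin fluorescence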
miR122 inh: miR-122 inhibition in Huh7 cells | activation (reporter increase), % at 12.5 µM | AID 602342 | 340,000 tested, 0.3% active | Huh7 miR-122 Renilla luciferase sensor, 48 h; neutral wells = 0, positive control = 100;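 active = mean replicate activation score at least 90 and every replicate individually at or above 90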;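 also: higher luciferase means less miR-122 activity so hits act as miR-122 inhibitors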
CFTR F508del cor: CFTR F508del correction in bronchial cells | 350,000 tested, 0.36% active | CFBE cells, YFP halide quenching; stimulated with forskolin plus potentiator P3; % fluorescence drop versus neutral controls | activity (quench increase), % at 7.58 µM;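 active = mean added fluorescence quench of at least 8% versus neutral control, with both replicates also reaching 8%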;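 also: cells transiently co-express mutant CFTR-F508del with the halide-sensitive YFP; corrector assay measuring rescue of mutant channel to the surface after 24 h compound exposure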
C2C12 statin: suppressors of simvastatin-induced myotoxicity in C2C12 myotubes; 330,000 tested, 0.78% active; rescue of ATP level, % at 7.49 µM; ATP luminescence, 48 h; scaled: DMSO 0, geranylgeraniol control 100;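 active = mean ATP rescue above about 67%, or every replicate alone reaching that limit, limit read from the data, passing the limit was not always enough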;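 also: myotubes were challenged with 10 µM simvastatin during compound exposure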
PGC1a acetyl inh: PGC1a acetylation modulation, inhibitor mode | U2OS PGC1a acetylation, AlphaScreen anti-acetyl-lysine; with virally co-expressed GCN5 acetyltransferase | inhibition, % at 15.6 µM | 350,000 tested, 0.17% active;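 active = every replicate shows inhibition of at least 40%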;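 also: 0% = neutral control wells and 100% = positive control wells; some results beyond the cut were filed as inactive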
PglD DTNB: PglD (C. jejuni) enzyme inhibition; purified PglD enzyme, DTNB colorimetric CoA detection; inhibition, % at 12.5 µM; 360,000 tested, 0.098% active; in the data active = inhibition above about 16%, passing the limit was not always enough; also: strong numbers were not always called active
Cneo AK release: causes C. neoformans cell lysis. 360,000 tested, 0.2% active. lysis activity, % at 15 µM. adenylate kinase release luminescence, 4 h; normalised: neutral wells 0, clomiphene wells 100. AID 651654;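 active = mean lysis activity across replicates of at least 80%, whatever share of replicates individually reach that level; inactive = mean lysis activity below 80%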
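read-out = cell lysis signal | test system = log-phase Cryptococcus neoformans yeast cells | input = cells at 5 × 10^6 per mL | medium = fresh YPD growth medium | signal = luminescent adenylate kinase detection reagent | timing = 4 h at 37 °C static, read 1 h later | dosing = single dose | controls = Clomiphene as positive lysis control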
GSIS activator: GLuc luminescence reporter in INS-1E cells, primary screen for activators of glucose-dependent secretion of insulin; 370,000 tested, 0.61% active; INS-1E GLuc reporter insulin secretion, 2-3 h; activation, % at 16.6 µM; AID 743287;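 active = lowest replicate activation of at least 40%, so every replicate reaches that level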;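 also: 0% = median of neutral control wells and 100% = median of IBMX positive control wells; some compounds called inactive have numbers as strong as hits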
Numbers without * were called inactive; x = not tested or not shown; [ ] = remark or other dose. Rows are unselected. About 2.1% of those tested had a hit in this group.

smiles	FN deposit inh	miR122 inh	CFTR F508del cor	C2C12 statin	PGC1a acetyl inh	PglD DTNB	Cneo AK release	GSIS activator
COCCCNC(=O)CC1C[C@H](C(=O)N2CCOCC2)[C@@]2(C)c3[nH]c4ccc(OC)cc4c3CCN2C1=O (stereo partly drawn)	-9	2	-5.2	2	3	1	1	16
O=C(CN1C(=O)NC(Cc2c[nH]c3ccccc23)C1=O)NCC(F)(F)F (stereo not drawn)	-3	0	-0.7	-3	4	3	1	6
Nc1cc(-c2ccccc2)n2c(n1)nc1ccccc12	8	4	4.7	4	x	1	1	1
COc1ccc(NC(=O)Nc2ccc3c(c2)C(=O)N([C@@H](C)CO)C[C@@H](C)[C@H](CN(C)C(=O)Nc2ccc(C(F)(F)F)cc2)OCCCC[C@H](C)O3)cc1	x	-9[16.7 µM]	2.0	x	-15	4	0	-1
Cc1ccc2nc(NC(=O)C3CCN(S(=O)(=O)c4cccnc4)CC3)sc2c1	0	5	3.6	-13	0	-1	0	x
CCc1ccccc1N(CC(=O)NCC1CCCO1)C(=O)CCC(=O)Nc1nccs1 (stereo not drawn)	-1	-12	-2.2	1	-2	-1	0	-2
C/C=C(\C)C(=O)NCCN1C2=NC[C@@H](Cc3ccccc3)N2C[C@@H]1Cc1ccc(OC)cc1	6	x	-1.6	-6	x	0	0	3
N/C(Cc1ccc(Cl)cc1Cl)=N\OC(=O)Cc1cccs1	-1	-9	x	-5	-5	x	x	-24
O=C(C[C@H]1C=C[C@H](NC(=O)Nc2cc(F)ccc2F)[C@@H](CO)O1)NCc1ccccn1	x	x	-1.2	3	3	-2	7	2
O=C(Nc1ccc2c(c1)OCO2)c1ccc(Br)c(S(=O)(=O)N2CCCC2)c1	2	2	x	-3	2	4	-3	x

smiles	FN deposit inh	miR122 inh	CFTR F508del cor	C2C12 statin	PGC1a acetyl inh	PglD DTNB	Cneo AK release	GSIS activator
CC(NC(=O)COC(=O)c1ccc2c(c1)S(=O)(=O)N=C1CCCCCN12)C12CC3CC(CC(C3)C1)C2 (stereo not drawn)	0	-3	x	x	-21	-4	0	5
CCOC(=O)CNC(=O)c1ccc2c(c1)OCCO2	x	-8	x	12	2	-5	-6	x
COc1cc(Cl)c(NS(=O)(=O)c2cc3[nH]c(=O)c(=O)[nH]c3cc2C)c(OC)c1	4	-1	1.2	1	x	0	-1	-2
CCN(CC)C(=O)[C@H]1C[C@H](CC(=O)NCCCn2ccnc2)C(=O)N2CCc3c([nH]c4cc(-c5ccco5)ccc34)[C@]12C	5	-4	-1.0	6	x	1	-1	1
O=C(OCC(=O)N1CCCC1)c1ccco1	x	0	x	x	-1	12	-1	x
Cc1ccc(Cl)cc1NC(=O)Cn1cc(C(F)(F)F)cc(Cl)c1=O	x	4	x	-3	2	7	1	11
CC(C)Oc1ccccc1-c1nc(SCC(=O)O)n[nH]1	5	1	x	-2	9	2	0	x
Cc1cccc(NC(=O)c2ccc3c(c2)CCN3S(C)(=O)=O)c1	20	-8	2.9	-10	5	-2	-2	-1
Cc1ccc2nc(-c3cccc(Br)c3)cc(C(=O)NCC3CCCO3)c2c1 (stereo not drawn)	-10	7	1.6	23	-3	0	0	10
C[C@H](CO)N1C[C@H](C)[C@@H](CN(C)C(=O)Nc2ccccc2)OCc2ccccc2-c2ccccc2C1=O	0	x	2.0	-28	1	9	2	1

smiles	FN deposit inh	miR122 inh	CFTR F508del cor	C2C12 statin	PGC1a acetyl inh	PglD DTNB	Cneo AK release	GSIS activator
O=C(Nc1cccc(F)c1)NC1CCCCC1	-2	35	x	-44	-23	1	0	0
COCCNCCCOc1ccc(Br)cc1Cl	25	5	x	x	-6	-8	1	-6
COc1ccc(C(=O)Nc2ccc3c(c2)OC[C@@H](C)N(C(C)=O)C[C@@H](C)[C@@H](OC)CN(C)C3=O)cc1	-3	-2[16.7 µM]	0.9	9	-5	0	-1	0
CCOC(=O)c1oc2ccccc2c1CN1CC(C)OC(C)C1 (stereo not drawn)	-1	0	-2.2	-1	x	-4	9	16
O=C(N1CCCC1)C12CC3CC(CC(C3)C1)C2	x	-1	x	12	-5	8	-1	12
CNC[C@@H]1OCCCC[C@@H](C)Oc2ccc(NC(=O)CCC(F)(F)F)cc2C(=O)N([C@H](C)CO)C[C@@H]1C	x	-3[16.7 µM]	0.4	-19	-13	7	3	8
C[C@H]1C(=O)N(c2ccccc2)[C@@H]1c1ccccc1	-2	6	0.4	5	24	6	3	7
COc1ccc(-c2nnc(C(C)Nc3cccc(C(=O)NC4CC4)c3)o2)cc1 (stereo not drawn)	1	-4	-3.1	-8	-9	-3	0	-5
CS(=O)(=O)N1[C@H](C#N)[C@H](c2ccccc2-c2ccc(F)cc2)[C@H]1CO	-13	x	-1.7	x	-9	x	x	3
O=C(Nc1ccccc1N1CCN(c2ccccc2)CC1)c1cccc(F)c1	x	4	x	-15	5	-3	-3	6

smiles	FN deposit inh	miR122 inh	CFTR F508del cor	C2C12 statin	PGC1a acetyl inh	PglD DTNB	Cneo AK release	GSIS activator
CC(C)c1ccc(NC(=O)CSc2nc3ccccc3nc2N2CCCC2)cc1	-9	x	1.0	-6	x	-5	3	x
COc1cc(OC)nc(NC(=S)NC(=O)c2ccccc2)n1	-2	0	x	-3	-10	2	1	5
Cc1ccc(-c2nc(N3CCOCC3)sc2C(=O)N2CCCCC2)cc1	-1	-8	1.0	13	4	-4	-4	-1
CCCNC(=O)N1C[C@@H](O)COC[C@@H]2O[C@@H](CC(=O)NCc3ccc(Cl)c(Cl)c3)CC[C@H]21	2	0[16.7 µM]	0.5	-16	3	3	1	-2
Nc1nc(SCC(=O)N2CCCC2)[nH]c(=O)c1NC(=O)c1cccs1	7	-1	2.5	-37	1	x	x	32
O=C(CN1CCN(c2ccc(F)cc2)CC1)Nc1ccc(S(=O)(=O)N2CCOCC2)cc1	9	x	1.6	x	x	-3	0	-11
CCOc1ccc(OCCNCc2ccc(OC(C)C(=O)N(C)C)c(OCC)c2)cc1 (stereo not drawn)	-5	-6	-1.1	-4	0	-4	2	-11
Cc1ccc(OCC(O)Cn2nc(C)cc2C)cc1 (stereo not drawn)	-8	x	0.3	x	3	x	x	6
CCNc1ccc(S(=O)(=O)N(C)C)cc1NCC(=O)Nc1c(F)cccc1F	0	7	x	3	15	8	0	-9
O=C(NNS(=O)(=O)c1ccc([N+](=O)[O-])cc1)c1ccncc1	0	x	-0.8	27	x	-2	4	17

Grouped by structure, the compounds so far with bromine.
smiles	FN deposit inh	miR122 inh	CFTR F508del cor	C2C12 statin	PGC1a acetyl inh	PglD DTNB	Cneo AK release	GSIS activator
O=C(Nc1ccc2c(c1)OCO2)c1ccc(Br)c(S(=O)(=O)N2CCCC2)c1	2	2	x	-3	2	4	-3	x
Cc1ccc2nc(-c3cccc(Br)c3)cc(C(=O)NCC3CCCO3)c2c1 (stereo not drawn)	-10	7	1.6	23	-3	0	0	10
COCCNCCCOc1ccc(Br)cc1Cl	25	5	x	x	-6	-8	1	-6

Further entries follow.
smiles	FN deposit inh	miR122 inh	CFTR F508del cor	C2C12 statin	PGC1a acetyl inh	PglD DTNB	Cneo AK release	GSIS activator
CCCOc1ccc(Br)cc1CSC(=N)N	-6	x	4.7	x	x	0	0	-3
Cc1ccccc1NC(=O)C1C2CCCCC21 (stereo not drawn)	-1	-2	-2.9	-14	x	-2	-2	-9
COc1cc(C2C(C#N)=C(N)Oc3n[nH]c(-c4ccccn4)c32)cc(OC)c1OC (stereo not drawn)	-1	9	x	-4	x	1	-1	x
CC(C)C(C)NC(=O)COc1ccc([N+](=O)[O-])cc1Cl (stereo not drawn)	8	x	-1.8	x	x	6	-7	-3
Cn1c(N)c(S(=O)(=O)N2CCN(c3ccccc3Cl)CC2)c(=O)n(C)c1=O	x	0	1.1	11	0	-1	-4	-8
CCOP(=O)(OCC)c1nc(-c2ccccc2Cl)oc1N1CCOCC1	-9	4	2.0	x	-5	x	-1	-1
CCOc1ccccc1N1CCN(CC(=O)N(C)CC(=O)Nc2ccccc2CC)CC1	12	-2	-2.3	-2	x	-6	0	x
CCOC(=O)C1=C(c2ccccc2)NC(N)=NC1c1ccc(OCc2ccc(Cl)cc2)c(OC)c1 (stereo not drawn)	-9	x	0.0	x	-2	x	x	-19
Cc1ccc(C(=O)C(C)OC(=O)CCN2C(=O)C3C4C=CC(C5CC45)C3C2=O)cc1 (stereo not drawn)	5	-6	-0.9	5	2	0	-1	-9
CC(C)NC(=O)N1C[C@H]2[C@@H](c3ccccc31)[C@@H](CO)N2C(=O)c1ccccc1	x	12[16.7 µM]	2.2	-8	0	-2	-6	14

smiles	FN deposit inh	miR122 inh	CFTR F508del cor	C2C12 statin	PGC1a acetyl inh	PglD DTNB	Cneo AK release	GSIS activator
OCc1cc(C(O)CNCCCCCCOCCCCc2ccccc2)ccc1O (stereo not drawn)	2	2	0.2	6	2	-2	-2	x
CC(=O)Nc1cc(C(=O)N2CCCC2)ccc1S(=O)(=O)c1ccc(C)cc1	x	9	x	x	0	0	-5	x
O=C(NCCCN1CCOCC1)c1sc2ccccc2c1Cl	x	-1	x	x	-1	-4	-1	0
CCn1c(C)cc(=S)c2ccccc21	4	1	x	7	3	-4	-5	-45
COCC(=O)N1C[C@H](C)[C@H](OC)CN(C)C(=O)c2ccc(NC(=O)C3CCC3)cc2OC[C@@H]1C	-6	-11[16.7 µM]	1.8	1	5	-1	1	12
COc1ccc([N+](=O)[O-])c(O)c1C(C)=O	-10	-10	-0.9	-4	12	-4	3	2
O=C(N/C(=C\c1ccc(Cl)cc1)C(=O)N1CCCCC1)c1ccco1	4	26	1.7	13	2	3	3	-5
CCN(CC(=O)NCc1ccc(Cl)cc1)C(=O)/C=C/c1ccc(C#N)cc1	6	3	4.4	9	14	0	0	30
Cc1ccc(S(=O)(=O)NC(C(=O)N2CCOCCOCCOCCOCC2)c2ccccc2)cc1 (stereo not drawn)	6	x	-1.8	-4	4	x	x	29
Cc1cccc(NC(=O)Nc2ccc(Br)cc2)n1	-1	7	0.6	-2	-2	-5	5	11

smiles	FN deposit inh	miR122 inh	CFTR F508del cor	C2C12 statin	PGC1a acetyl inh	PglD DTNB	Cneo AK release	GSIS activator
CC(NCC(O)COCc1cccs1)C1CC2CCC1C2 (stereo not drawn)	x	-1	x	-7	-33	x	-1	x
COc1ccc(NC(=O)CS(=O)CC(=O)Nc2cc(Cl)ccc2OC)cc1 (stereo not drawn)	2	-3	x	14	x	-2	-1	x
C[C@@H]1CN([C@H](C)CO)C(=O)c2c(c3ccccc3n2C)-c2ccccc2CO[C@@H]1CN(C)S(=O)(=O)c1ccccc1C#N	-13	x	-0.4	50	-11	1	51	6
COc1ccccc1NC(=O)CC1S/C(=N/N=C(\C)C2CCCCC2)NC1=O (stereo not drawn)	-1	x	-2.2	6	x	0	4	4
CC(C)(C)NC(=O)CSc1nc(O)cc(=O)n1-c1ccccc1F	x	-5	x	x	-24	-5	1	-12
O=S(=O)(NCCC1=CCCCC1)c1ccc(OC(F)(F)F)cc1	2	17	0.7	-6	1	-7	-1	-61
COc1ccc(NC2CC(=O)N(c3ccc(C(=O)O)cc3)C2=O)cc1 (stereo not drawn)	2	4	-5.2	10	x	-6	-4	-17
O=C(CC[C@H]1O[C@@H](n2cnc3c(NC(=O)c4ccccc4)ncnc32)[C@H](O)[C@@H]1O)NCCc1cc2ccccc2[nH]1	0	2	2.2	-6	-2	-2	1	5
CC(Cc1cccnc1)NC(=O)c1cc(COc2ccc(F)cc2F)on1 (stereo not drawn)	-1	-9	-0.1	x	-1	2	-2	-12
COc1ccc2c(c1)c(C(=O)CN1CCC(C(N)=O)CC1)c(C)n2C	9	2	x	8	19	0	1	x
